SENP6 block: SENP6 protease inhibitors, primary screen, biochemical, luminescence, uHTS; Recombinant SENP6 catalytic domain, aminoluciferin luminescence; Sentrin-specific protease 6 (Homo sapiens), Q9GZR1; actives 1.8% (n = 330,000); inhibition, % at 10 µM;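 active = inhibition above about 50% at the single tested dose, limit read from the data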;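 also: plate controls were DMSO wells with enzyme for no effect and DMSO wells lacking enzyme for full effect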
SENP1 inh: human SENP1 catalytic domain inhibitors, primary screen, biochemical, FRET, uHTS; Sentrin-specific protease 1 (Homo sapiens), Q9P0U3; recombinant SENP1 catalytic domain, CyPet-SUMO1-YPet FRET cleavage; inhibition, % at 10 µM; actives 0.21% (n = 360,000); AID 624204, 2012;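 active = inhibition at least 30% at 10 µM, raw YFP signal under a set limit, fluorescence ratio 0.5 to 1.5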;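 also: 0% = enzyme with DMSO and 100% = no enzyme wells; some results filed as inactive read as strong as hits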
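Compound: 10 µM single point, 0.5% DMSO; Test system: hSENP1 catalytic domain, recombinant; Timing: 50 min reaction at room temperature; Technique: FRET, CFP and YFP emission; Control set: no-enzyme wells low, DMSO-plus-enzyme wells high control.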
SENP8 block-1: SENP8 protease inhibitors, primary screen, biochemical, luminescence | actives 1.2% (n = 330,000) | AID 2540, 2010 | Sentrin-specific protease 8 (Homo sapiens), Q96LD8 | purified SENP8, Z-RLRGG-aminoluciferin cleavage | inhibition, % at 10 µM; in the data active = inhibition above about 50%
Target sequence (Q96LD8 whole entry, looked up): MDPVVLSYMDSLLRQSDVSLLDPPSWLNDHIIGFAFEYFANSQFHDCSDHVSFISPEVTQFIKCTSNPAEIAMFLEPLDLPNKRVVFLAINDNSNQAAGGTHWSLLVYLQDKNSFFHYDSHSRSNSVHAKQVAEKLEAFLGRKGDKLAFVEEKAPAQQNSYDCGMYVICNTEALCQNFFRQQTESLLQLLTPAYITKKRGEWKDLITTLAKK
SENP8 block-2: human SENP8 protease inhibitors, primary screen, biochemical, fluorescence, Nedd8 protein substrate, uHTS; Sentrin-specific protease 8 (Homo sapiens), Q96LD8; actives 0.64% (n = 360,000); recombinant SENP8; AID 602440, 2012; inhibition, % at 20 µM; in the data active = inhibition mostly above about 40%, no sharp cut-off; inactive = mostly below about 27%
UBC13 inh: UBC13 polyubiquitin chain formation inhibitors, primary screen, biochemical, TR-FRET, uHTS. Ubiquitin-conjugating enzyme E2 N (Homo sapiens), P61088. inhibition, % at 20 µM. actives 0.47% (n = 330,000); in the data active = inhibition above about 45%, passing the limit was not always enough
A3G deaminase: APOBEC3G DNA deaminase inhibitors, primary screen, biochemical, fluorescence, single-stranded DNA substrate, uHTS; DNA dC->dU-editing enzyme APOBEC-3G (Homo sapiens), Q9HC16; recombinant A3G, ssDNA deamination FAM/TAMRA fluorescence; inhibition, % at 20 µM; actives 0.28% (n = 330,000); AID 493012, 2011;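 active = inhibition of at least 40% at 20 µM, with no more than 30% in the related APOBEC3A deaminase screen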;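 also: plate controls were DMSO wells with A3G for no effect and wells lacking A3G enzyme for full effect; some compounds called inactive have numbers as strong as hits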
Target sequence (Q9HC16 whole entry, looked up): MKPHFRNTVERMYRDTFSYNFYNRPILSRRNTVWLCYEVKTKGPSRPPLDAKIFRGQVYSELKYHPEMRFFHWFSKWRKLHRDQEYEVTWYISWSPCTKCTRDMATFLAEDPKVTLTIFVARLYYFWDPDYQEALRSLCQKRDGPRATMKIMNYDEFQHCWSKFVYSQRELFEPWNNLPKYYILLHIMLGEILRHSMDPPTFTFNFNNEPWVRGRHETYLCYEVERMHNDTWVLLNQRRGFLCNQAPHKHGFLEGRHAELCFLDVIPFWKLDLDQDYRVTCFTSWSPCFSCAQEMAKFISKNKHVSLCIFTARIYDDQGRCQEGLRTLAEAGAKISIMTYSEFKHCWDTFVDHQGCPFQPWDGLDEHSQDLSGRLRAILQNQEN
SENP7 inh: SENP7 protease inhibitors, primary screen, biochemical, luminescence, uHTS | inhibition, % at 5 µM | AID 434973, 2010 | Sentrin-specific protease 7 (Homo sapiens), Q9BQF6 | actives 1.5% (n = 330,000) | recombinant SENP7, Z-RLRGG-aminoluciferin luminescence, 40 min;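 active = inhibition above about 50% at the single test dose, limit read from the data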;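 also: plate controls were DMSO with enzyme for no effect and no enzyme buffer wells for full effect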
Target sequence (Q9BQF6 706-1050 limits assumed): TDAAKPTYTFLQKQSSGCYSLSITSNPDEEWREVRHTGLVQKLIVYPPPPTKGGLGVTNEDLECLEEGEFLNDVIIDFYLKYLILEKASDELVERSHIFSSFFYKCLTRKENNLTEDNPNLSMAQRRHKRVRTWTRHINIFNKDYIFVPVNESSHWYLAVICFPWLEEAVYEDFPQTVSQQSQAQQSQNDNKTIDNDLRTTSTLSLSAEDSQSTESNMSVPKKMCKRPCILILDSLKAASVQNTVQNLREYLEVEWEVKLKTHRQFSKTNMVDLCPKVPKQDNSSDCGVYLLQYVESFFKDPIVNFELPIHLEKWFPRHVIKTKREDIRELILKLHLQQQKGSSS
Apaf1 inhib: inhibitors of human Apaf-1 apoptosome, primary screen, biochemical, DEVD-Rh110 fluorescence, uHTS | reconstituted apoptosome caspase-3 activity | actives 0.71% (n = 330,000) | Apoptotic protease-activating factor 1 (Homo sapiens), O14727 | inhibition, % at 20 µM | AID 489030, 2010; active = inhibition of at least 40% at 20 µM;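 also: plate controls were DMSO wells for no effect and DEVD-CHO caspase inhibitor wells for full effect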
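Material: cell-free apoptosome with Apaf-1, procaspase-3 and caspase-9; Buffer or medium: Hepes pH 7.5 with detergent and BSA; Reagent: cytochrome c trigger plus (Z-DEVD)2-Rh110 caspase-3 substrate; Times: compound with Apaf-1, dATP, procaspase-3 30 min, then 50 min reaction, room temperature; Technique: Rh110 fluorescence intensity.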
* hit, by the source's call; i = inactive; . = not tested or not shown. Only part of the results is shown; rates above refer to the full screens.

No.	Compound	SENP6 block	SENP1 inh	SENP8 block-1	SENP8 block-2	UBC13 inh	A3G deaminase	SENP7 inh	Apaf1 inhib
1	CC1CN(c2ccc([N+](=O)[O-])c3cccnc23)CC(C)N1 (centres undefined)	4	-52	-3	39	-44	-1	-1	33
2	COC(=O)C1=C(c2cccc(OCc3ccccc3)c2)C[C@@H]2CC[C@H]1N2C(=O)NCc1ccccc1C(F)(F)F	4	-3	0	17	-9	-12	-9	28
3	COC(=O)C1=C(c2cccc(C#N)c2)C[C@@H]2CC[C@H]1N2C(=O)NC(C)C	6	2	7	16	0	-8	0	-2
4	C=CCN1C(=O)NC(=O)/C(=C/c2c(CCN(C)C(=O)c3ccccc3)cc3c(c2OC)OCO3)C1=O	-20	3	-1	54*	-19	-2	-8	0
5	O=C(C(=O)N1CCOCC1)c1cn(Cc2ccccc2F)c2ccccc12	-14	1	-10	1	43	-7	12	15
6	O=C1/C(=C/c2ccccc2)C[C@@]2(O)[C@H]3Cc4ccc(O)c5c4[C@@]2(CCN3CC2CC2)C1O5 (some centres undefined)	-54	0	4	9	21	3	6	17
7	CC1=NN(c2ccccc2)C(=O)C1/C=C1\C(=O)NC(=O)N(c2ccc(C)c(C)c2)C1=O (centres undefined)	-2	-3	10	32	-28	-2	-2	4
8	COP(=O)(OC)Oc1ccc(C(O)C(Cl)(Cl)Cl)cc1 (centres undefined)	5	-1	-8	10	1	0	13	-16
9	COc1cc(OC)c(OC)cc1CNC(C)C(O)c1ccccc1 (centres undefined)	-6	1	-9	9	-5	-5	-9	8
10	CCOc1ccc(-c2cc(C)[n+](CCN3CCOCC3)c(-c3ccc(OCC)cc3)c2)cc1	-8	1	0	-407	9	-4	0	6
11	COC(=O)[C@@H]1C[C@]2(C(=O)O)c3ccccc3N(OOSc3ccccc3)[C@@H]2N1C(=O)OC	6	1	1	10	-7	-7	-5	-5
12	Cc1ccsc1C(=O)C1CCCN(Cc2cccc(-n3cccn3)c2)C1 (centres undefined)	-9	4	2	19	2	-2	5	-15
13	CN(C)C(=O)Oc1cc(=O)n2c3c(cccc13)CCC2	7	2	-15	-32	0	0	-2	-5
14	O=C1NC(=O)N(CCC2=CCCCC2)C(=O)/C1=C/c1ccc(O)cc1	-5	22	0	16	-9	-1	4	0
15	Cc1cc(=O)oc2cc(OCC(=O)N3CCN(C(C)c4ccccc4)CC3)c(Cl)cc12 (centres undefined)	-11	-78	3	i	22	-11	5	20
16	NC(=O)Nc1ccc(C(=O)OCC(=O)Nc2ccc(Cl)cc2C(=O)c2ccccc2)cc1	3	0	-4	0	14	-2	2	6
17	CCCCc1nc2ccccc2c(=O)n1-c1ccccc1O	-5	-4	-8	4	-6	-2	-10	8
18	COc1ccc(-c2cc(=Nc3cccc(C(=O)O)c3)c3cc(C)ccc3o2)cc1	50	2	64*	-408	7	-11	82*	-22
19	Nc1ccc(Cl)cc1C(=O)c1ccccc1	2	0	2	6	-2	-8	-4	12
20	C[C@]12CC[C@H](O)C[C@H]1CC[C@@H]1[C@@H]2C[C@@H](O)[C@]2(C)[C@@H](C3=CC(=O)OC3)CC[C@]12O	1	1	-2	9	-12	-3	2	19
21	O=C(c1ccncc1)C12CN3CN(CN(C3)C1)C2	-1	0	4	16	-3	2	2	6
22	CC(O)(CS(=O)(=O)c1ccccc1)C(=O)Nc1ccc(C(F)(F)F)cc1 (centres undefined)	-5	0	9	15	1	-1	1	-4
23	COc1ccc(CC2(CCc3ccncc3)C(=O)NC(=O)NC2=O)c(OC)c1	2	1	0	10	1	2	-5	2
24	CCCCOC(=O)c1ccc(NC(=O)c2c(O)[nH]c(=O)[nH]c2=O)cc1	-23	4	-12	-1	8	-12	-8	-8
25	Cc1ccc2c(c1)C1CN(C)CCC1N2S(=O)(=O)c1ccccc1 (centres undefined)	-25	0	-5	-2	-11	-8	-4	0
26	N#CC[N+]1(CCCNP2(=O)C=C(c3ccccc3)OC(c3ccccc3)=C2)CCOCC1	-18	0	-5	12	17	0	7	3
27	COC(=O)C1=C(c2ccc(OC(F)(F)F)cc2)C[C@@H]2CC[C@H]1N2C(=O)N1CCC(C)CC1	10	0	-3	13	-4	-7	3	31
28	O=C1C2CCCC1C(N1CCCCC1)CC2 (centres undefined)	0	2	-2	3	0	-4	2	-4
29	Cc1cc(C=C2C(=O)NC(=S)NC2=O)c(C)n1C1CCCC1	-7	-1	1	9	-52	2	2	4
30	COC(=O)C1=C(c2c(C)noc2C)C[C@@H]2CC[C@H]1N2C(=O)N1CCC(C)CC1	4	0	0	16	8	-7	0	-2
31	O=Cc1cn(Cc2ccc(F)cc2Cl)c2ccccc12	-18	2	0	14	16	-1	7	11
32	Cc1ccc(Cn2cc(C=O)c(-c3ccc(F)cc3)n2)cc1	-10	4	-16	21	-10	21	-10	11
33	CCOP(=O)(OCC)C(NC(=O)c1ccc(OC)cc1)C(Cl)(Cl)Cl (centres undefined)	-30	1	-9	4	0	-3	4	-9
34	COc1ccccc1CC1C(=O)C2CCN1CC2 (centres undefined)	4	0	5	18	-1	-2	-7	-5
35	CCCCC(=O)N/N=C/c1c(O)n(CC)c(=S)n(CC)c1=O	-9	-62	0	9	-13	-6	0	-2
36	COC/C=C1\CN2C3C[C@@H]1[C@H]1COC4=Nc5cc(OC)c(OC)c(OC)c5[C@@]43C[C@@H]12	-5	0	-13	-10	-3	-4	2	2
37	COc1ccc(CCNCc2ccc(OC)c(OC)c2OC)cc1	-22	-1	4	23	6	-3	-3	-28
38	COc1ccccc1-n1c(O)c(C=NC2CC2)c(=O)[nH]c1=O	-11	-3	-13	20	-4	-7	-9	0
39	O=C(O)[C@@H]1C[C@H]1[C@@H](NP(=O)(c1ccccc1)c1ccccc1)c1ccccc1	11	2	0	3	-1	-12	-1	-1
40	Cn1c(O)c(C=NCc2cccs2)c(=O)n(C)c1=O	-8	0	-4	2	6	-6	-4	-20
41	C[C@]12CC[C@@H](O)C[C@@H]1CC[C@@H]1[C@@H]2CC[C@]2(C)[C@@H](O)CC[C@@H]12	-14	-2	-6	6	-7	-7	-2	11
42	O=Cc1cn(Cc2cccc(F)c2)c2ccccc12	-6	1	-5	13	24	-7	1	3
43	O=C(COc1ccc(Cl)cc1)NC1CN2CCC1CC2 (centres undefined)	7	0	1	28	0	0	10	4
44	C/C=C1/CN2[C@@H]3C4CO[C@@H]3c3c([nH]c5cc(OC)ccc35)[C@@H]2CC14 (some centres undefined)	-11	0	-14	40*	-1	-8	-11	3
45	O=c1[nH]c(=S)n(Cc2ccc(F)cc2)c(O)c1C=NCc1cccnc1	-9	-6	-5	6	-18	-8	-5	13

12 of the compounds above, screen by screen:
31	O=Cc1cn(Cc2ccc(F)cc2Cl)c2ccccc12
32	Cc1ccc(Cn2cc(C=O)c(-c3ccc(F)cc3)n2)cc1
33	CCOP(=O)(OCC)C(NC(=O)c1ccc(OC)cc1)C(Cl)(Cl)Cl (centres undefined)
34	COc1ccccc1CC1C(=O)C2CCN1CC2 (centres undefined)
35	CCCCC(=O)N/N=C/c1c(O)n(CC)c(=S)n(CC)c1=O
36	COC/C=C1\CN2C3C[C@@H]1[C@H]1COC4=Nc5cc(OC)c(OC)c(OC)c5[C@@]43C[C@@H]12
37	COc1ccc(CCNCc2ccc(OC)c(OC)c2OC)cc1
38	COc1ccccc1-n1c(O)c(C=NC2CC2)c(=O)[nH]c1=O
39	O=C(O)[C@@H]1C[C@H]1[C@@H](NP(=O)(c1ccccc1)c1ccccc1)c1ccccc1
40	Cn1c(O)c(C=NCc2cccs2)c(=O)n(C)c1=O
Compound | 31 | 32 | 33 | 34 | 35 | 36 | 37 | 38 | 39 | 40
SENP6 block | -18 | -10 | -30 | 4 | -9 | -5 | -22 | -11 | 11 | -8
SENP1 inh | 2 | 4 | 1 | 0 | -62 | 0 | -1 | -3 | 2 | 0
SENP8 block-1 | 0 | -16 | -9 | 5 | 0 | -13 | 4 | -13 | 0 | -4
SENP8 block-2 | 14 | 21 | 4 | 18 | 9 | -10 | 23 | 20 | 3 | 2
UBC13 inh | 16 | -10 | 0 | -1 | -13 | -3 | 6 | -4 | -1 | 6
A3G deaminase | -1 | 21 | -3 | -2 | -6 | -4 | -3 | -7 | -12 | -6
SENP7 inh | 7 | -10 | 4 | -7 | 0 | 2 | -3 | -9 | -1 | -4
Apaf1 inhib | 11 | 11 | -9 | -5 | -2 | 2 | -28 | 0 | -1 | -20

41	C[C@]12CC[C@@H](O)C[C@@H]1CC[C@@H]1[C@@H]2CC[C@]2(C)[C@@H](O)CC[C@@H]12
42	O=Cc1cn(Cc2cccc(F)c2)c2ccccc12
Compound | 41 | 42
SENP6 block | -14 | -6
SENP1 inh | -2 | 1
SENP8 block-1 | -6 | -5
SENP8 block-2 | 6 | 13
UBC13 inh | -7 | 24
A3G deaminase | -7 | -7
SENP7 inh | -2 | 1
Apaf1 inhib | 11 | 3

Following part.
No.	Compound	SENP6 block	SENP1 inh	SENP8 block-1	SENP8 block-2	UBC13 inh	A3G deaminase	SENP7 inh	Apaf1 inhib
46	COC(=O)C1=C(c2ccc(C(C)=O)cc2)C[C@@H]2CC[C@H]1N2C(=O)N1CCC(O)(c2ccc(Cl)cc2)CC1	-12	1	-5	6	-12	-6	-7	20
47	C=CCn1c(O)c(C(C)=NCCCn2ccnc2)c(=O)[nH]c1=O	-3	-1	-5	2	2	-9	2	-6
48	Oc1cc2c(cc1CN1CCN(c3ccccc3)CC1)OCO2	-20	1	-4	12	-1	-2	-1	7
49	Cc1nn(CC(C)C)c(Cl)c1C(=O)NC1CCC(C)CC1 (centres undefined)	-10	2	-6	3	0	-8	2	12
50	CCC(C)n1c(O)c(C=NCC2CCCO2)c(=O)[nH]c1=S (centres undefined)	7	-1	-2	-2	-4	2	4	1
51	CC(=O)OC1(c2ccccc2)CCN(C)C(C)C1C (centres undefined)	8	0	-5	23	1	-8	-8	2
52	O=C(C1CCN(c2nc3ccc(Br)cc3s2)CC1)N1CCC2(CC1)OCCO2	-11	1	-2	22	5	-1	4	5
53	Cc1cccc(OP(N)(=O)Oc2cccc(C)c2C)c1C	-4	-1	-11	23	1	-2	-1	5
54	O=C1CCN(C(=O)Cc2ccccc2[N+](=O)[O-])CC1	-20	-2	-7	7	-9	-9	-8	6
55	COc1ccc(-c2csc(NC(=O)COC(=O)Cc3ccccc3)n2)cc1OC	-7	.	-9	.	-9	-6	0	2
56	CC(C)CN1CCN(Cc2ccccc2C(F)(F)F)CC1CCO (centres undefined)	-16	1	2	-4	3	4	11	-2
57	CC(C)[C@H](NC(=O)N1C[C@H]2C[C@@H](C1)c1cccc(=O)n1C2)C(=O)Nc1ccccc1F	-8	1	-1	47*	5	-4	-3	-8
